Source: PubChem BioAssay
TAAR1 antagonist: human TAAR1 antagonists, primary screen, Fluo-8 calcium fluorescence, CHO RD-HGA16 cells. inhibition, % at 3 µM. Trace amine-associated receptor 1 (Homo sapiens), Q96RJ0. 360,000 compounds, 1.5% hits. antagonist. AID 624466, 2012;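 active = inhibition above a per-plate cutoff, the mean inhibition of test compounds on that plate plus 3 SD, cut at about 49% in these data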;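 note: 0% = DMSO plus EC80 beta-PEA response and 100% = DMSO alone without agonist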
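System: RD-HGA16 CHO cells with stable hTAAR1 and Gα16 | Probe or stimulus: EC80 β-phenethylamine stimulus | Dosing: 3 µM, single point | Times: Dye loading 75 min at 37 °C, then 30 min room temperature | Measured by: Fluo-8 calcium-sensitive fluorescence | Read-out basis: % inhibition of agonist calcium response | Replicates: n of 1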
CHRM5 antagonist: human M5 muscarinic receptor antagonists, primary screen, CHO cells, Fluo-8 calcium fluorescence; Muscarinic acetylcholine receptor M5 (Homo sapiens), P08912; CHO-hM5 cells, ACh EC80; inhibition, % at 3 µM; 360,000 compounds, 0.59% hits; AID 624040, 2012;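 active = inhibition above a per-plate cutoff, the mean of that plate's test compounds plus 3 SD, cut at about 27% in these data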;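 note: 0% = acetylcholine EC80 with DMSO and 100% = DMSO without agonist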
Target sequence (P08912 whole entry, looked up): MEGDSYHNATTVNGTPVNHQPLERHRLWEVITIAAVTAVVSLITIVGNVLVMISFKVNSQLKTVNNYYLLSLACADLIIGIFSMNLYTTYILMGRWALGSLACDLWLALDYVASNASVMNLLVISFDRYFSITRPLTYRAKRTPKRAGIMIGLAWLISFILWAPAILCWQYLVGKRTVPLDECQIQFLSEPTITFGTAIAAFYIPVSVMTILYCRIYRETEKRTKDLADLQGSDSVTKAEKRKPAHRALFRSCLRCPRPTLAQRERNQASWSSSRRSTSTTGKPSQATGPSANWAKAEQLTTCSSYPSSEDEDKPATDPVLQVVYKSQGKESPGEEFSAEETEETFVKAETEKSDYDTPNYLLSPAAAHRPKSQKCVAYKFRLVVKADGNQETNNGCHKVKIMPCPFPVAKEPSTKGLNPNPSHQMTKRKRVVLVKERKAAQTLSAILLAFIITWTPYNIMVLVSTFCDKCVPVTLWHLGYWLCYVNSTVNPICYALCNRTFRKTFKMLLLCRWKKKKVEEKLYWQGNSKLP
M5 PAM: human M5 muscarinic receptor positive allosteric modulators, primary screen, CHO-K1 cells, Fluo-8 calcium fluorescence; Muscarinic acetylcholine receptor M5 (Homo sapiens), P08912; AID 624038, 2012; activation, % at 3 µM; CHO-K1 hM5, ACh EC20 PAM; 0% = ACh EC20, 100% = ACh EC100; 360,000 compounds, 0.3% hits;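 active = activation above the run cutoff, the mean activation of all test compounds plus 3 SD, cut at about 18% in these data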
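Test system: CHO-K1 hM5 cells / Doses: single-point, 3 µM nominal / Times: Post-acetylcholine fluorescence recording 140 s / Technique: Fluo-8 calcium fluorescence / Measure: Max/basal fluorescence ratio as % of EC20–EC100 ACh window / Benchmarks: low control EC20 acetylcholine (0%), high control EC100 acetylcholine (100%) / Replicates: one well per compound, no replicates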
CHRM4 PAM: human M4 muscarinic receptor positive allosteric modulators, primary screen, CHO-K1 cells, Fluo-8 calcium fluorescence; Muscarinic acetylcholine receptor M4 (Homo sapiens), P08173; CHO-K1 hM4/Gqi5, ACh EC20; 0% = ACh EC20, 100% = maximal ACh; activation, % at 3 µM; 360,000 compounds, 0.4% hits; AID 624126, 2012;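 active = activation above its plate's cutoff, the mean activation of sample wells plus 3 SD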; note: some results filed as inactive read as strong as hits
Target sequence (P08173 whole entry, looked up): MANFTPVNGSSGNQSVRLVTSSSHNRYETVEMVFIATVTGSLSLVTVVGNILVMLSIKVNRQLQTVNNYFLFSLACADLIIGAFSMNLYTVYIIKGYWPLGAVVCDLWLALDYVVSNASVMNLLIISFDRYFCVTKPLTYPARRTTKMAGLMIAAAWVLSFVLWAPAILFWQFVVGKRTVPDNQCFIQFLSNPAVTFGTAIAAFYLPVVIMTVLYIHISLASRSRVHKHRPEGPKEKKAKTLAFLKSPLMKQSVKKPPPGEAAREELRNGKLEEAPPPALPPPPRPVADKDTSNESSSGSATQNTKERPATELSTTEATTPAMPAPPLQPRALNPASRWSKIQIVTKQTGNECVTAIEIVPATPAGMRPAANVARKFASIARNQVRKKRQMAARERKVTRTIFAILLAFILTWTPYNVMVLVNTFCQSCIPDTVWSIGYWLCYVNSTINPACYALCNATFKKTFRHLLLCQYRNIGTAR
CHO-K1 Ca PAM: nonselective calcium activators in parental CHO-K1 cells, primary screen, counter-screen for M1 PAM project, cell-based, Fluo-8 calcium fluorescence, full deck, 1536-well; ATP EC20; 0% at ATP EC20, 100% at ATP max; activation, % at 3 µM; 360,000 compounds, 0.02% hits;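 active = activation above the run cutoff, the mean activation of all test compounds plus 3 SD, cut at about 40% in these data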;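 note: peak over basal fluorescence ratio in a 140 s read after ATP addition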
CRFR2-BP ag: agonists of CRF-BP/CRF-R2 complex, primary screen, cell-based, HEK293, calcium dye fluorescence, uHTS | CRF-binding protein / CRF receptor 2 complex (human) | calcium dye fluorescence (FLIPR); percent of saturating CRF peptide response | activation, % at 13.2 µM | 350,000 compounds, 0.46% hits;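 active = activation of at least 50%, plus an integration ratio under a set limit after plate pattern correction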;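 note: plate controls were neutral control wells without compound for no effect and CRF at EC100 for full effect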
CRFBP-R2 block: antagonists of CRF-BP/CRF-R2 complex, primary screen, cell-based, HEK293, calcium dye fluorescence, uHTS; AID 588475, 2011; inhibition, % at 11.8 µM; CRF-induced calcium fluorescence; 350,000 compounds, 0.59% hits;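 active = inhibition of the ligand-induced calcium signal above about 50% at the single tested concentration, limit read from the data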
TAAR1 agonist: human TAAR1 agonists, primary screen, Fluo-8 calcium fluorescence, CHO RD-HGA16 cells; activation, % at 3 µM; 360,000 compounds, 0.99% hits; Trace amine-associated receptor 1 (Homo sapiens), Q96RJ0; vehicle wells 0%, saturating PEA agonist 100%;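 active = activation above the mean activation of all test compounds in the run plus 3 SD, cut at about 38% in these data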
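Test system: RD-HGA16 (CHO) cells co-expressing Gα16 and hTAAR1 | Doses: Single dose, 3 µM | Schedule: 17-24 h seeding, 75 min 37 °C dye, 30 min RT | Evaluation: % activation from peak over basal fluorescence ratio, DMSO-to-PEA scaled | Technique: Kinetic Fluo-8 calcium fluorescence | Benchmarks: Low control DMSO, high control PEA (EC100)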
CHRM5 agonist: human M5 muscarinic receptor agonists, primary screen, CHO-K1 cells, Fluo-8 calcium fluorescence; Muscarinic acetylcholine receptor M5 (Homo sapiens), P08912; CHO-K1 hM5 cells; 0% DMSO wells, 100% maximal acetylcholine response; 360,000 compounds, 0.19% hits; activation, % at 3 µM; AID 624037, 2012;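 active = activation above the run's mean over test compounds plus 3 SD, cut at about 23% in these data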;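 note: signal is peak over basal fluorescence ratio across the kinetic read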
* = called active by the depositor; / = not tested or not shown; & = joins results of further samples.

SMILES	TAAR1 antagonist	CHRM5 antagonist	M5 PAM	CHRM4 PAM	CHO-K1 Ca PAM	CRFR2-BP ag	CRFBP-R2 block	TAAR1 agonist	CHRM5 agonist
O=C(O)c1cccc2c1C(=O)c1ccc(Cl)cc1S2(=O)=O	7	9	9	0	11	-2.0	-2	3	-2
CCCCn1c(N)c(N(Cc2ccccc2OC)C(=O)c2sccc2C)c(=O)[nH]c1=O	-6	4	-1	4	-2	1.5	2	2	0
Cn1c(=O)c2cc(S(=O)(=O)NC(C(=O)N3CCCCCC3)c3ccccc3)ccc2n(C)c1=O (stereo unspecified)	5	-2	7	-1	17	-2.0	-4	2	-1
CCC(=NOCc1ccccc1)C(=O)NNS(=O)(=O)c1ccc(C)cc1	2	6	2	5	-5	-3.8	0	3	-3
CC1(C)CCC[C@]2(C)C(CS(=O)c3ccccc3)=C(C=O)CC[C@@H]12 (stereo partly specified)	2	3	1	-13	22	-6.5	-37	10	4
CC(C)c1nc(SCC(=O)N2CCCc3ccccc32)c2c(=O)n(C)c(=O)n(C)c2n1	38	6	-8	-5	0	2.8	-11	5	1
COc1ccc(CCNC(=O)C2CCCN(c3ncccn3)C2)cc1 (stereo unspecified)	-10	8	-5	-1	7	0.7	5	1	0
CCCOc1ccc(C(=O)CCC(=O)NNC(=O)c2ccncc2)cc1	-17	-4	7	0	1	0.4	8	0	-3
CC(=O)NN1C(=O)/C(=C\c2ccccc2)SC1=S	7	-3	4	2	15	-0.4	-14	6	-4
O=C(CSc1n[nH]c(-c2cccs2)n1)NCCc1ccccc1	-13	0	-1	0	13	2.6	-4	12	2
COc1ccc(CCNC(=O)C2CCN(C(=O)NC3CCCCC3)CC2)cc1	-11	4	4	-4	0	-1.4	-11	1	-4
CC1CCCCN1Cc1cnc(Cl)s1 (stereo unspecified)	2	10	-1	2	20	8.3	11	12	-3
CCSc1nnc(CNC(=O)C23CC4CC(CC(C4)C2)C3)n1C1CCCCC1	-1	2	1	-5	18	-3.9	-15	3	-1
CC(C)(CNS(=O)(=O)c1ccc(Br)s1)N1CCOCC1	-7	-2	8	3	13	-2.7	1	4	0
O=c1oc2ccccc2c(Nc2cccc3cccnc23)c1[N+](=O)[O-]	10	-2	-3	1	-5	0.6	11	0	-2
Cc1noc(C)c1C(=O)N1CCC(Cc2ccccc2)CC1	12	-2	-1	-2	-2	-1.0	4	9	0
Cc1ccccc1NC(=O)CC1S/C(=N/c2nccs2)N(C)C1=O (stereo unspecified)	3	11	-12	-6	13	8.1	-11	5	-4
NC(N)=NS(=O)(=O)c1ccc(NC(=S)NC(=O)c2ccccc2)cc1	2	3	7	11	22	-0.3	-1	-1	-2
Cc1cc(C)nc(N2CCC(C(=O)NCc3ccccc3)CC2)n1	-16	-2	5	4	18	-2.2	-2	3	-3
CC(C)(C)NC(=O)CSc1nnc(-c2ccccc2)c(-c2ccccc2)n1	/	6	2	1	16	0.5	-9	/	-3
Cn1c2ccccc2c2cc(C(=O)OCC(=O)N3CC(=O)Nc4ccccc43)sc21	30	9	-35	-11	22	6.0	-14	16	-6
CC1CCCCC1NC(=O)CN1C(=O)c2cccc(N)c2C1=O (stereo unspecified)	-17	10	-2	-2	22	14	-17	7	0
CCn1nnc2cc(C(=O)Nc3cc(S(C)(=O)=O)ccc3Cl)ccc21	6	5	3	-1	11	0.1	-11	1	-2
O=C(NCc1ccccn1)[C@@H]1CCCN1C(=O)[C@@H]1CCCN1C(=O)c1c(F)cccc1F	8	0	1	3	12	/	/	2	1
COc1ccc(NC(=O)Nc2ccc3nc(C)c(C)nc3c2)cc1	3	-8	-3	2	12	-1.5	7	6	-2
CCOc1cc(C=NN2CCCCCC2)ccc1O	-23	10	-6	-4	-9	-0.2	17	-1	0
Cn1c(=O)c(C(=O)CN2CCCCCC2)c(N)n(Cc2ccccc2)c1=O	-30	-1	-3	-6	-10	-4.9	3	3	0
O=C(O)CCC(=O)NCCn1c(-c2ccccc2)csc1=Nc1ccccc1	-12	-2&0	5&3	4&4	-1&3	2.5&1.1	0&-2	1	2&0
O=C(CSc1nc2ccccc2c(=O)n1-c1ccc(Cl)cc1)c1ccco1	7	0	3	6	-7	5.9	7	10	-4
O=C(CCn1c(=O)sc2ccccc21)Nc1nccs1	-7	-1	1	2	22	0.6	7	8	2
O=S(=O)(c1ccc(-c2csc(Nc3ccc(Br)cc3)n2)cc1)N1CCCC1	-7	1	-1	-1	24	-0.7	-9	2	-2
O=S(=O)(NN=C1CCCCCCC1)c1ccccc1	-15	-2	-5	4	-6	0.2	17	0	0
Cc1ccc2nsnc2c1S(=O)(=O)N(CCO)Cc1cc2cc3c(cc2[nH]c1=O)OCCO3	-25	3	2	2	13	-0.4	1	27	0
Fc1ccc(-c2nc3c4ccccc4ccn3c2Cc2ccsc2)cc1	-17	7	4	-1	22	/	/	1	-3
CC(CC(=O)NCc1ccc(Cl)cc1)c1ccccc1 (stereo unspecified)	-9	2	11	2	-16	-0.7	17	1	-2
Cc1ccc(CC(=O)Nc2cccc(C(=O)Nc3c(C)n(C)n(-c4ccccc4)c3=O)c2)cc1C	-2	5	-1	-3	0	-0.9	7	-1	0
COC(=O)c1cccc(NC(=O)c2ccc(S(=O)(=O)N3CCN(C)CC3)cc2)c1	-6	0	-6	5	17	-5.0	28	4	3
CC(C)C1C(C#N)=C(N)Oc2n[nH]c(C(C)(C)C)c21 (stereo unspecified)	4	-6	-1	0	0	2.1	-33	8	1
CCN(CC)S(=O)(=O)c1cccc(N=Nc2c(O)c3ccccc3oc2=O)c1	2	3	-1	9	8	-1.8	13	-1	-6
COc1ccc(-c2csc(NC(=O)CN3C(=O)CCC3=O)n2)c(OC)c1	-11	-8	9	8	-11	-1.9	-3	1	3
Cc1ccc(-c2csc(NC(=O)c3ccc(C)o3)n2)cc1	-14	-7	5	4	21	0.2	15	4	-1
COc1ccc(C(=O)Nc2ccc3[nH]ccc3c2)cc1	-10	-12	8	-8	12	-4.3	15	1	0
Cc1ccc(C(=O)NNC(=S)NC(=O)c2ccco2)cc1	34	14	-12	-7	-9	97*	35	111*	19
CCc1ccc2c(c1)NC(=O)C2(C)Cc1ccc(Cl)cc1 (stereo unspecified)	7	-3	3	5	20	/	/	2	-1
CN(CC(=O)Nc1cccc(F)c1)C(=O)/C=C/c1ccc(S(=O)(=O)N2CCCCCC2)cc1	-23	3	-9	-5	7	5.0	8	15	4
CC(C)NC(=O)N(C)C[C@H]1OCc2cnnn2CCCC(=O)N([C@@H](C)CO)C[C@H]1C	-13	4	3	8	19	-1.1	5	2	0
CC1(C(=O)Nc2ccc3c(c2)OCO3)CCN1C(=O)Cc1cccc2ccccc12 (stereo unspecified)	12	1	-2	2	28	/	/	4	0
CCOc1ncccc1C(=O)Nc1ccc2c(c1)OCCO2	9	3	7	-1	11	-3.4	24	0	1
Cn1nc(C(C)(C)C)cc1C(=O)N1CCCCC1c1cc(C(=O)NCc2ccccc2)no1 (stereo unspecified)	1	-5	2	-5	22	/	/	2	2
CCOc1cc(N2CCOCC2)c(OCC)cc1NC(=O)COc1cccc(CC)c1	23	0	5	3	2	1.2	-12	1	3
(continued)
SMILES	TAAR1 antagonist	CHRM5 antagonist	M5 PAM	CHRM4 PAM	CHO-K1 Ca PAM	CRFR2-BP ag	CRFBP-R2 block	TAAR1 agonist	CHRM5 agonist
CCOC(=O)c1cnn(-c2nc(CC)nc3sc4c(c23)CCC4)c1N	-15	0	-4	13	-6	-1.6	-9	-3	0
O=C(CNc1ccc(F)cc1)N/N=C1\CCc2ccccc21	-1	7	-14	-9	-8	-0.6	-23	3	2
CCCSc1nnc(CNS(=O)(=O)c2ccc(C)cc2)n1C	-14	1	-1	2	-23	-0.3	-1	0	-5
Cc1c(NC(=O)COc2ccc(C(C)C)cc2)c(=O)n(-c2ccccc2)n1C	-21	-8	1	-5	6	-4.7	-22	-2	-5
O=C(COC(=O)[C@@H]1CCCN1S(=O)(=O)c1ccccc1F)c1ccccc1	-7	10	-2	-3	7	0.0	4	1	3
CC[C@]1(C(=O)OC)[C@H]2C(=O)N(C)C(=O)[C@H]2[C@H]2CN(C)C(=NC3CCCCC3)N21	-17	4	-1	2	7	0.8	-2	2	1
COC(=O)c1c(NC(=O)CN(c2ccccc2)S(C)(=O)=O)sc2c1CCCC2	-1	2	-5	0	11	-0.8	-4	2	-1
COC(=O)c1nonc1NCn1nnc2ccccc21	-15	-1	2	-4	17	1.1	14	14	-1
Cc1ccc(S(=O)(=O)/N=C2/NC(=O)/C(=C/c3ccccc3)S2)cc1	16	-15	-3	-4	2	-2.2	115*	-1	-2
O=C(Nc1nnc(CCS(=O)(=O)c2ccc3ccccc3c2)s1)c1ccc([N+](=O)[O-])cc1	-8	5	-3	0	13	5.9	13	1	-1
C[C@@H]1CN([C@@H](C)CO)S(=O)(=O)c2ccc(Br)cc2O[C@H]1CN(C)C(=O)c1ccncc1	-10	9	-2	3	-5	-1.2	8	3	1
CC(C)(C)c1ccc(OC(=O)c2ccc3snnc3c2)cc1	-18	8	-9	-9	10	1.8	-2	2	2
Cc1nn(-c2ccccc2)c(Cl)c1C(=O)NCc1cccs1	-9	7	-4	-2	3	0.8	6	2	-4
Cc1ccccc1N(C(=O)c1ccccn1)C(C(=O)NCc1ccccc1)c1ccncc1 (stereo unspecified)	7	23	-8	4	-18	-0.9	8	2	-2
Cc1ccc(C(=O)Nc2nnc(CC(=O)N/N=C/c3ccncc3)s2)cc1	-2	0	-3	3	8	-0.6	-10	9	1
CCn1cc([N+](=O)[O-])c(=O)c2cc(F)c(N3CCOCC3)cc21	-6	6	-1	3	-7	1.1	-14	2	-3

Rows were taken by chance, and some 4.2% of all compounds hit somewhere here.
